# Screening results: PubChem BioAssay, several laboratories
# ZTA DNA inh: blocks Epstein-Barr virus ZTA, an EBNA-1 counter-screen | inhibition, % at 11 µM | ZTA-DNA binding, fluorescence polarization | 0.15% of 320,000 active | P03206 | AID 2234; in the data active = inhibition above about 33%
# Yeast superoxide: reduction of superoxide in aged yeast, primary screen, HTS; S. cerevisiae aged cells, superoxide DHE fluorescence; active compounds read low; superoxide response (% of plate mean), % at 10 µM; 0.18% of 330,000 active; AID 2690, 2010;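 active = superoxide response under a set limit, about three screen SD below normal, cut at about 65% in these data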;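 note: yeast aged for seven days with compound at 30 °C before DHE staining; 100% = average MFI of all compound-treated wells on the plate with controls excluded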
# Fam108B counter: mouse Fam108B serine hydrolase inhibitors, primary screen, counter-screen for RBBP9 inhibitor project, biochemical, fluorescence polarization | recombinant Fam108B, FP-Rh probe fluorescence polarization | inhibition, % at 9.51 µM | 0.33% of 300,000 active;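 active = inhibition above the screen mean inhibition plus 3 SD, computed separately per campaign, cut at about 18% in these data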;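 note: inhibitors lower polarization as less probe binds the enzyme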
# MCL1-BIM inh: inhibitors of MCL1 binding to BIM-BH3, primary screen, biochemical, fluorescence polarization | Induced myeloid leukemia cell differentiation protein Mcl-1 (Homo sapiens), Q07820 | GST-MCL1 / FITC-Bim-BH3 fluorescence polarization | inhibition, % at 10.9 µM | 0.68% of 320,000 active;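 active = inhibition above the mean inhibition of all tested compounds plus 3 SD, set per campaign, cut at about 40% in these data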;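 note: 0% = DMSO wells and 100% = unlabeled Bim-BH3 peptide control; higher means more loss of mP so more displacement of Bim peptide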
# MEX-5 binding: MEX-5 zinc finger RNA-binding disruptors – biochemical, C. elegans, fluorescence polarization, MLPCN library, primary screen; activity score (negative = inhibition of binding), % at 10 µM; 0.38% of 300,000 active; MEX-5/FITC-TCR2 RNA binding; active compounds read low;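 active = inhibition past about -25% in most replicates, and total fluorescence under double the plate's negative control median, limit read from the data; inconclusive = replicates evenly split on the limit, or fluorescence at least double controls; inactive = too little inhibition in most replicates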;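 note: 0% = DMSO and -100% = 5 µM competing unlabeled TCR2 RNA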
# Target sequence (Q9XUB2 whole entry, looked up): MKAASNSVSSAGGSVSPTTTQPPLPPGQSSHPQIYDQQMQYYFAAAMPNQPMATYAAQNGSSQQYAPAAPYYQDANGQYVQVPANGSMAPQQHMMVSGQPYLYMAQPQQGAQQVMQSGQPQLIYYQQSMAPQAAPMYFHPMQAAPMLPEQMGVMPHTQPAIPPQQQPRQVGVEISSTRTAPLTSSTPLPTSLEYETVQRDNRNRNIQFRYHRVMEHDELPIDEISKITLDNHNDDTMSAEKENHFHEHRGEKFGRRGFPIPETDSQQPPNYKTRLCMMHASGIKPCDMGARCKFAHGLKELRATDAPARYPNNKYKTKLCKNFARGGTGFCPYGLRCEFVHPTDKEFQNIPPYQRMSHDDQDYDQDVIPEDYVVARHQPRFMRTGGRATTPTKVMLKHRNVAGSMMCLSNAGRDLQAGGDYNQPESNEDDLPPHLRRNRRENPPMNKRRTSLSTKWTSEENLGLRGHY
# Bcl-xL primary: inhibitors of human Bcl-xL, primary screen, biochemical, fluorescence polarization, HTS; Bcl-2-like protein 1 (Homo sapiens), Q07817; GST-Bcl-xL / FITC-Bim BH3 peptide fluorescence polarization; inhibition, % at 10.9 µM; 0.7% of 320,000 active; AID 2129, 2009;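 active = inhibition above the mean of all tested compounds plus 3 SD, cutoff set per campaign, cut at about 30% in these data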;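 note: 0% = DMSO wells and 100% = unlabeled Bim-BH3 peptide competitor; inhibitors lower millipolarization by displacing the labeled peptide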
# EBNA-1 inhibitor: EBNA-1 DNA-binding inhibitors, primary screen, biochemical, fluorescence polarization; inhibition, % at 14.8 µM; 0.34% of 300,000 active; AID 1950, 2009; in the data active = inhibition above about 28%
# GLD-1 RNA inh: GLD-1/TGE RNA complex disruptors, primary screen, biochemical, fluorescence polarization; AID 2280, 2010; 0.44% of 320,000 active; Female germline-specific tumor suppressor gld-1 (Caenorhabditis elegans), Q17339; purified GLD-1 + fluorescein TGE RNA; inhibition, % at 5.96 µM;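 active = percent inhibition above a per-plate cutoff, the plate mean of test compounds plus 3 SD, cut at about 30% in these data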;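 note: 0% = DMSO wells with GLD-1 and probe and 100% = wells lacking GLD-1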
# Target sequence (Q17339 whole entry, looked up): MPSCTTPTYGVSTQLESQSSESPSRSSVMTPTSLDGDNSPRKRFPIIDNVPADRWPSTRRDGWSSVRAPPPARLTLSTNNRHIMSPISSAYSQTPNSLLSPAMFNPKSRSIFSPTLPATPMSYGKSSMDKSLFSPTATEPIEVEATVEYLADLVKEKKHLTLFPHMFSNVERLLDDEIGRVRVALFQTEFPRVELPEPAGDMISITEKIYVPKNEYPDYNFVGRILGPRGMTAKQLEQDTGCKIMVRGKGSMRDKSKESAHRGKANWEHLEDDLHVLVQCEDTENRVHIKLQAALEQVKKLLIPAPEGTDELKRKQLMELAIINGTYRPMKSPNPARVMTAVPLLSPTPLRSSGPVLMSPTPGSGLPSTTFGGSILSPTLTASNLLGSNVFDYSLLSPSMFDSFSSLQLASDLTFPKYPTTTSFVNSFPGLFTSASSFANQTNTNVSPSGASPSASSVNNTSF
# Efflux pump mplx: inhibitors of Candida efflux pumps in yeast, primary screen, S. cerevisiae, Nile Red, multiplex. S. cerevisiae Candida pump triplex. 0.44% of 330,000 active. inhibition, % at 10 µM;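 active = plate passing quality check with inhibition over a set limit, or well fluorescence over plate mean plus 4 SD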;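 note: Nile Red retained in pooled yeast measured as flow cytometry median fluorescence; 0% = buffer negative control and 100% = Enniatin B positive control; higher means more Nile Red kept so more efflux inhibition; some compounds called inactive have numbers as strong as hits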
# * = called active by the depositor; ? = inconclusive; . = no result given.
SMILES,ZTA DNA inh,Yeast superoxide,Fam108B counter,MCL1-BIM inh,MEX-5 binding,Bcl-xL primary,EBNA-1 inhibitor,GLD-1 RNA inh,Efflux pump mplx
CCOCCCNC(=O)C1(O)c2cc(Br)ccc2NC(=O)N1c1ccc(C)c(C)c1 (stereo not drawn),-11,124,-4,5,-2.4,4,-11,2,-0.2
Cc1nc2ccc(NC(=O)N(C(C)C)C(C)C)cc2s1,16,101,3,-3,0.3,3,0,-1,0.1
O=C(NCCN1C(=O)S/C(=C/c2cccnc2)C1=O)c1cccs1,18,91,.,11,.,5,.,-1,-0.2
Cc1cccc(C(=O)N2CCN(S(=O)(=O)c3ccc4c(c3)OCCCO4)CC2)c1[N+](=O)[O-],20,105,4,1,1.8,-2,9,-3,0.4
CNC(=S)Nc1ccc(N2CCN(c3ccc(C(F)(F)F)cn3)CC2)nc1,-2,88,1,-2,1.4,0,7,5,0.0
COc1ccc(CN(C)C(=O)c2ccc3ccccc3n2)cc1F,-13,96,-2,-1,-0.8,3,-8,5,0.4
CCOc1ccc(N2C(=O)CC(Sc3nc(C)cc(C)n3)C2=O)cc1 (stereo not drawn),1,93,1,3,-7.1,2,4,-3,0.0
COc1ccc(CC(=O)N2CCN(C(=O)Cc3ccc(OC)cc3)CC2)cc1,13,98,-3,-1,-2.9,3,3,0,0.1
Cc1nn(-c2ccccc2)c(C)c1C(=O)NCCc1ccccc1,7,96,-1,0,-1.7,2,3,3,-0.2
CCCOc1ccc(CNC(=O)CCC(=O)n2ncc3cc(C)ccc32)cc1,-5,139,-5,3,-1.1,2,-8,5,0.1
O=C(N/N=C/c1ccc(OCC(=O)N2CCOCC2)cc1)c1ccccc1Cl,4,87,10,11,2.5,4,-1,-6,-0.1
CCOc1ccc(NC(=O)CSc2ccccc2N)cc1,-9,72,3,5,1.0,6,-11,3,-0.2
CC(OC(=O)c1cc2ccccc2o1)C(=O)Nc1ccc(N2CCOCC2)cc1 (stereo not drawn),-1,101,.,-4,.,-2,.,3,0.3
CCCCCCCSc1nnc(-c2ccccc2N)c(=O)[nH]1,2,103,3,-5,-3.2,1,10,2,0.0
NC(=O)c1snnc1-c1ccccc1,4,98,3,9,-29*,6,4,1,-0.1
COc1ccc(N2CCN(CCCNC(=O)c3ccc(CS(=O)(=O)c4ccc(Cl)cc4)o3)CC2)cc1,3,99,-1,2,-1.6,5,5,-4,0.0
CCOC(=O)c1c(-c2ccccc2)csc1NC(=O)c1cc(S(=O)(=O)N2CCOCC2)ccc1C,-1,114,-16,-6,1.8,-6,-4,0,-0.1
Cc1cccc(OCC(=O)NCC(=O)N/N=C/c2ccc(N(C)C)cc2)c1,-5,101,2,6,-0.4,3,9,2,-0.2
CCOC(=O)Cc1c[nH]c2ccccc12,-16,93,5,3,-1.6,0,3,5,0.1
CCCS(=O)(=O)N1CCCC(C(=O)NCCCOCC)C1 (stereo not drawn),3,103,0,4,0.9,-4,-3,1,-0.2

# Quoted at random: three compounds from above, in no set order.
SMILES,ZTA DNA inh,Yeast superoxide,Fam108B counter,MCL1-BIM inh,MEX-5 binding,Bcl-xL primary,EBNA-1 inhibitor,GLD-1 RNA inh,Efflux pump mplx
O=C(N/N=C/c1ccc(OCC(=O)N2CCOCC2)cc1)c1ccccc1Cl,4,87,10,11,2.5,4,-1,-6,-0.1
CCOC(=O)c1c(-c2ccccc2)csc1NC(=O)c1cc(S(=O)(=O)N2CCOCC2)ccc1C,-1,114,-16,-6,1.8,-6,-4,0,-0.1
CCCOc1ccc(CNC(=O)CCC(=O)n2ncc3cc(C)ccc32)cc1,-5,139,-5,3,-1.1,2,-8,5,0.1

# The list continues:
SMILES,ZTA DNA inh,Yeast superoxide,Fam108B counter,MCL1-BIM inh,MEX-5 binding,Bcl-xL primary,EBNA-1 inhibitor,GLD-1 RNA inh,Efflux pump mplx
CCOC(=O)CCc1c(C)nc2cc(C3CCCN(C(=O)OC(C)(C)C)C3)[nH]n2c1=O (stereo not drawn),-5,111,3,-3,.,0,-10,2,0.1
COc1cscc1C(N)=O,4,88,-1,2,0.3,1,2,8,0.0
Cc1ccc(-n2c(=O)c3c(n4cnnc24)-c2ccccc2CC32CCCCC2)cc1,-24,87,-2,7,2.3,7,4,2,0.9
NC(=O)C1CN(S(=O)(=O)c2ccc(Cl)cc2F)c2ccccc2O1 (stereo not drawn),4,92,-3,4,-0.3,7,-10,4,0.0
CCC(C)NS(=O)(=O)c1ccc(S(=O)(=O)N(CCc2ccc(OC)c(OC)c2)Cc2cccs2)cc1 (stereo not drawn),-14,101,-9,-5,-0.6,0,-13,4,0.0
Cc1cccnc1NC1(C(F)(F)F)N=C(c2ccccc2)NC1=O (stereo not drawn),-11,99,-2,-2,2.5,-2,5,5,0.0
O=C(O)c1ccc(CSCc2c(F)cccc2Cl)o1,22,156,0,4,1.0,4,9,11,-0.4
COc1ccc(-c2cn3cc(Cl)ccc3n2)cc1OC,10,103,9,0,-1.4,4,-6,9,-0.1
CSc1ncccc1C(=O)OCc1ccccc1,-23,97,-1,-6,1.2,-4,-6,-1,0.0
CCc1nc2ccc(C(=O)Nc3ccc4c(c3)OCO4)cc2nc1CC,-4,90,-1,2,.,5,9,5,-0.1
O=C1Cc2ccccc2C(c2ccc(Cl)cc2)N1 (stereo not drawn),4,104,-1,-9,-0.9,2,3,3,0.1
CCN(C(=O)c1sc(N)c(C#N)c1C)C1CCCCC1,1,99,2,7,1.1,5,-12,-5,0.2
CN(C)Cc1c(O)ccc2c1O/C(=C\C=C\c1ccccc1)C2=O,2,101,3,76*,?,78*,-4,24,0.6*
CCCN1CCC(=O)N([C@H](CO)CC(C)C)CC1,3,97,3,5,-0.2,8,12,-1,0.0
CCN(CC)S(=O)(=O)c1cc(NC(=O)CNc2cccc(S(=O)(=O)N3CCCC3)c2)ccc1C,-8,104,-1,-8,-0.8,-2,5,5,0.0
COc1ccc(NS(=O)(=O)c2cc(NC(=O)COc3ccccc3F)ccc2OC)cc1,-11,97,.,-1,.,-4,.,-7,-0.2
COc1c([N+](=O)[O-])c(=O)oc2ccccc12,0,93,2,10,-1.3,4,4,-3,0.3
Cc1ccc(N2C(=O)N(CC(=O)N3CCOCC3)C(=O)C2C)cc1 (stereo not drawn),-6,124,-6,-4,-2.1,1,-4,14,0.1
S=c1[nH]nc(-c2cc(-c3ccccc3)n[nH]2)n1/N=C/c1ccccc1,8,122,-1,-12,1.5,-32,5,4,0.0
COCCn1nnnc1C(c1cc2ccc(OC)cc2[nH]c1=O)N1CCc2ccccc2C1 (stereo not drawn),-1,106,1,27,-0.9,18,6,14,0.1
Cc1nnnn1/C(=C\c1ccccc1)C(=O)OCC(=O)N(C)C1CCS(=O)(=O)C1 (stereo not drawn),-1,94,-2,-4,1.0,-2,-8,4,0.0
O=C(O)CCC(NC(=O)c1cncc(O)c1)C(=O)O (stereo not drawn),3,111,-4,-5,0.7,-1,10,-5,-0.1
O=C(/C=C/c1ccco1)N(Cc1ccc(F)cc1)C1CCS(=O)(=O)C1 (stereo not drawn),9,87,4,2,-3.0,3,-2,-3,-0.1
O=C(NCCC(=O)N1CCCCC1)c1ccc(Br)cc1,-3,116,0,-7,1.0,-5,-2,1,0.4
CCOC(=O)N1CCC(NCCNC(=O)c2ccc(F)cc2)CC1,-25,121,.,2,.,3,.,8,0.0
O=C(COc1cc(Cl)ccc1Cl)Nc1nnc(C2CC2)s1,3,106,5,1,2.5,-5,0,-6,0.1
CCN(CC)C(=O)Cn1cnc2sc(C(=O)N3CCN(c4ccc(OC)cc4)CC3)c(C)c2c1=O,1,94,3,0,-1.9,1,5,2,0.0
C[C@H](NC(=O)c1nc[nH]c1C(=O)NCc1ccccc1)C(=O)OC(C)(C)C,-18,92,-3,6,1.7,1,-2,4,-0.2
Cc1cccc(/N=C/C2=C(O)CC(C)(C)CC2=O)n1,-15,123,0,4,-2.5,-1,-2,-5,0.2
COc1cc2c(cc1OC)C1(CCCC1)CNC2c1cccc([N+](=O)[O-])c1 (stereo not drawn),12,103,0,1,0.6,3,1,-2,0.0
COC(=O)C(NC(=O)c1ccc(F)cc1)(Nc1nc(C)cs1)C(F)(F)F (stereo not drawn),-9,99,0,0,-2.7,0,-11,0,-0.1
COc1ccc([N+](=O)[O-])cc1N(CC(O)CN1C(=O)NC(C)(C)C1=O)S(=O)(=O)c1ccccc1 (stereo not drawn),-7,100,3,6,1.1,2,5,-10,-0.5
Cn1cc(C(=O)N2CCc3ccccc3C2)c(=O)c2cc(S(=O)(=O)N3CCCCC3)ccc21,-2,78,0,0,-5.3,8,-3,-4,-2.7
CCOc1ccc(-c2nnn(CC(=O)Nc3cc(OC)ccc3OC)n2)cc1OCC,11,125,-4,-1,0.5,3,1,6,0.0
COc1cc(-c2c(C#N)c(N)nc3c2CCCC3)cc(OC)c1OC,-8,102,-3,7,-2.7,9,3,5,0.1
CCC(=O)n1nc(-c2ccc(OC)cc2)nc1N,-6,92,-4,-4,3.6,-1,-19,-2,-0.3
Cc1cc(=O)n2c(n1)NC(Nc1cccc(C)c1C)=NC2c1ccc(F)cc1 (stereo not drawn),9,101,1,4,0.5,7,11,5,0.1
Cc1ccc2nc(SCc3cccc([N+](=O)[O-])c3)nc(C)c2c1,-7,89,-5,-4,-2.7,2,5,3,-0.1
Cc1ccc(OCCn2cc(C#N)c3ccccc32)cc1,3,87,-7,2,2.4,-1,-7,3,0.1
O=C(Nc1ccnc(-c2cccnc2)n1)c1ccc(F)cc1,7,106,1,10,0.3,7,7,2,-0.1
CC1(C)Cc2nc3[nH]c(=S)[nH]c(=O)c3cc2CO1,-2,88,-2,2,-2.8,13,3,2,-0.2
CN(C)CCCNS(=O)(=O)c1ccc(N2CCC(c3ccc(Cl)cc3)=N2)cc1,8,101,7,8,-0.1,1,-15,9,0.5
COc1cc(CNC(=O)c2cc3ccccc3oc2=O)cc(OC)c1OC,-1,95,-2,-2,-0.8,2,-4,5,0.0
CC(C)NC(=O)CN(C(=O)CCC(=O)Nc1nccs1)c1ccc(C(C)C)cc1,-16,111,7,7,1.5,4,-6,7,0.1
CC1=C(C(N)=O)C(c2ccccn2)n2nc(SCc3ccccc3Cl)nc2N1 (stereo not drawn),-15,95,6,2,0.5,3,-3,10,0.5
O=C(O)c1ccccc1-c1ccccc1C(=O)NNc1ccc([N+](=O)[O-])cc1,-7,95,-6,-8,-2.2,0,1,-2,-0.2
COc1ccc(F)cc1S(=O)(=O)Nc1cccc(C(=O)O)c1,9,99,0,8,-0.9,4,6,5,0.0
C=CCn1c(Sc2ccccc2)nc2c1c(=O)[nH]c(=O)n2C,-3,94,-2,-3,0.9,1,4,4,-0.1
O=S(=O)(NCc1ccc2c(c1)OCO2)c1ccc(F)c(F)c1,5,99,-4,4,-1.5,-2,6,-1,-0.1
CCOc1ccc(Cl)cc1/C=N/NC(=O)c1ccccc1,-11,94,3,-2,0.2,-2,4,3,0.4
COc1cc(C2c3c(oc4ccccc4c3=O)C(=O)N2c2nccs2)ccc1O (stereo not drawn),-1,103,1,4,-2.3,2,2,1,0.0
CC1=CC(C)(C)[N+](C)=CN1c1ccccc1,5,94,1,-15,-1.7,-11,-4,-2,1.2
